IDH1 mut inh: inhibitors of IDH1 R132H reductase, primary screen, biochemical, plate reader, single point. Isocitrate dehydrogenase [NADP] cytoplasmic (Homo sapiens), O75874. diaphorase/resazurin fluorescence, 60 min. inhibition, % at 10 µM. 70,000 compounds, 0.18% hits. AID 624101, 2012; in the data active means inhibition above about 34%;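 further: 0% = DMSO and 100% = no enzyme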
Target sequence (O75874 whole entry R132H): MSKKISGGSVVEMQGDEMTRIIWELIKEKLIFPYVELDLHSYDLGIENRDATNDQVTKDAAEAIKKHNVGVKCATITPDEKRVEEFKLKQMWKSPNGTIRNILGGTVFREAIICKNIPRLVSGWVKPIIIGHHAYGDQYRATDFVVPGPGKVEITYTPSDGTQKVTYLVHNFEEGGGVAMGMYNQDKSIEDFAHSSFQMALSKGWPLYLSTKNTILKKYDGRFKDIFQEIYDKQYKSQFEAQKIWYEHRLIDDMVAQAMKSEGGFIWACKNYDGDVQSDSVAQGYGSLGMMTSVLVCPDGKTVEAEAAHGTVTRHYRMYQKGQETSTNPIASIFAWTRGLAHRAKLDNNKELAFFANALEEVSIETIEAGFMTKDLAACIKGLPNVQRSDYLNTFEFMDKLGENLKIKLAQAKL
PRC2 inh: EZH2/PRC2 methyltransferase inhibitors, primary screen, biochemical, DELFIA time-resolved fluorescence, single point; PRC2 H3K27 methylation, DELFIA TRF, 1 h; inhibition, % at 12.5 µM; 57,000 compounds, 0.35% hits;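 active means mean inhibition of replicates at least 50% and every single replicate also reaching 50%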;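 further: dimethyl H3K27 on biotinylated H3 21-44 peptide detected by antibody; plate controls were median neutral control wells for no effect and median positive control wells for full effect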
* hit, by the source's call; / = no result given. Only part of the results is shown (hit frequency here may not be typical).

molecule | PRC2 inh | IDH1 mut inh
C[C@H]1CN([C@@H](C)CO)C(=O)c2cccc(NS(C)(=O)=O)c2O[C@H]1CN(C)S(=O)(=O)c1ccccc1 | / | 2.1
Cc1noc(C)c1NC(=O)N[C@@H]1CC[C@H](CC(=O)N2CCCCC2)O[C@@H]1CO | -1.4 | 0.2
CCOC(=O)c1c(NC(=O)CSc2nc3ccccc3[nH]2)sc2c1CCCC2 | 22.7 | 0.4
Cc1ccc(S(=O)(=O)N(C)C[C@H]2Oc3c(NC(=O)Nc4c(C)noc4C)cccc3C(=O)N([C@@H](C)CO)C[C@@H]2C)cc1 | / | -0.3
CO[C@@H]1CN(C)C(=O)c2cc(NC(C)=O)ccc2OC[C@H](C)N(CCC(F)(F)F)C[C@H]1C | -4.4 | 0.2
COc1ccc(S(=O)(=O)Nc2cccc3c2O[C@H](CN(C)Cc2ccncc2)[C@H](C)CN([C@@H](C)CO)C3=O)cc1 | / | 2.9
COc1ccc(S(=O)(=O)N(C)C[C@H]2Oc3ncc(C#CC4(O)CCCC4)cc3C(=O)N([C@@H](C)CO)C[C@H]2C)cc1 | 3.1 | -0.6
Cc1noc(C)c1S(=O)(=O)Nc1ccc2c(c1)CC(=O)N([C@@H](C)CO)C[C@H](C)[C@@H](CN(C)Cc1ccc(-c3ccccc3)cc1)O2 | / | 1.3
Cc1noc(C)c1S(=O)(=O)Nc1ccc2c(c1)C(=O)N([C@@H](C)CO)C[C@H](C)[C@H](CN(C)S(=O)(=O)c1ccc(Cl)cc1)O2 | / | -0.5
CC(C)NC(=O)N(C)C[C@@H]1Oc2ncc(C3=CCCCC3)cc2C(=O)N([C@H](C)CO)C[C@@H]1C | / | 0.1
C[C@H]1CN([C@@H](C)CO)S(=O)(=O)c2ccc(-c3ccc(C(=O)N(C)C)cc3)cc2O[C@H]1CN(C)C(=O)C1CCC1 | 7.6 | -2.5
Cc1noc(C)c1NC(=O)Nc1cccc2c1O[C@H](CN(C)Cc1ccc(C(F)(F)F)cc1)[C@@H](C)CN([C@@H](C)CO)C2=O | 3.7 | -2.2
OCc1nnn(-c2ccc(Br)cc2)c1CO | / | 0.0
Cc1ccc(N(C(C)C(=O)Nc2cc(C)cc(C)c2)S(C)(=O)=O)cc1 (centres undefined) | 19.5 | -0.4
C[C@H]1CN([C@@H](C)CO)C(=O)c2cc(-c3ccncc3)cnc2O[C@@H]1CN(C)C | 5.3 | 0.6
COc1cccc(NC(=O)CSc2nc3ccccc3n2C)c1 | -4.3 | -1.0
C[C@@H]1CN([C@@H](C)CO)C(=O)CCCn2cc(nn2)CO[C@H]1CN(C)S(=O)(=O)c1ccccc1 | 1.8 | 1.7
NC(=O)NCC#Cc1ccc2c(c1)[C@]1(C(=O)N2)[C@H](c2ccc(OCCO)cc2)N2[C@H](c3ccccc3)[C@H](c3ccccc3)OC(=O)[C@H]2[C@@H]1C(=O)Nc1nc2ccccc2s1 | -25.9 | /
CC(C)NS(=O)(=O)c1ccc(OCC(=O)O)cc1 | -3.3 | 0.3
C[C@H]1CN([C@@H](C)CO)C(=O)Cc2cc(NC(=O)c3ccncc3)ccc2O[C@@H]1CN(C)Cc1ccc(-c2ccccc2)cc1 | -57.9 | 1.1
C[C@@H]1CN([C@H](C)CO)C(=O)c2cc(-c3ccc(C(=O)N(C)C)cc3)cnc2O[C@H]1CN(C)Cc1ccc(C(=O)O)cc1 | / | 0.3
Cc1c(NC(=O)CN(c2ccc(Br)cc2)S(C)(=O)=O)cccc1[N+](=O)[O-] | -0.5 | 0.0
CNC[C@@H]1Oc2cc(C#CC(C)(C)O)ccc2S(=O)(=O)N([C@@H](C)CO)C[C@@H]1C | -14.9 | 4.2
C[C@@H]1CCCCO[C@H](CN(C)C(=O)Nc2ccc(F)cc2)[C@@H](C)CN([C@@H](C)CO)C(=O)c2cc(NS(=O)(=O)c3ccccc3)ccc2O1 | / | 0.6

Record cards, from the list above. Values in the order: PRC2 inh	IDH1 mut inh
Cc1ccc(N(C(C)C(=O)Nc2cc(C)cc(C)c2)S(C)(=O)=O)cc1 (centres undefined) is entered as 19.5	-0.4
CC(C)NS(=O)(=O)c1ccc(OCC(=O)O)cc1 is entered as -3.3	0.3
COc1cccc(NC(=O)CSc2nc3ccccc3n2C)c1 is entered as -4.3	-1.0
C[C@H]1CN([C@@H](C)CO)C(=O)c2cc(-c3ccncc3)cnc2O[C@@H]1CN(C)C is entered as 5.3	0.6
C[C@@H]1CN([C@@H](C)CO)C(=O)CCCn2cc(nn2)CO[C@H]1CN(C)S(=O)(=O)c1ccccc1 is entered as 1.8	1.7

Remaining list, next part:
molecule | PRC2 inh | IDH1 mut inh
C[C@H](CO)N1C[C@H](C)[C@@H](CN(C)Cc2cccnc2)Oc2cc(C#CC3CC3)ccc2S1(=O)=O | 5.6 | 4.0
C[C@H]1CN([C@@H](C)CO)C(=O)c2cc(NC(=O)c3ccncc3)ccc2O[C@H]1CN(C)Cc1ccc(-c2ccccc2)cc1 | / | -1.3
Cc1noc(C)c1NC(=O)N(C)C[C@@H]1Oc2ccc(NC(=O)Nc3ccc(F)cc3)cc2C(=O)N([C@@H](C)CO)C[C@H]1C | / | -1.0
C[C@H](CO)N1C[C@H](C)[C@@H](CN(C)C(=O)Nc2ccc(F)cc2)Oc2ccc(NC(=O)Nc3cccc4ccccc34)cc2CC1=O | / | 2.1
C[C@@H]1CN([C@H](C)CO)S(=O)(=O)c2ccc(Br)cc2O[C@H]1CN(C)Cc1ccncc1 | 0.7 | 42.0*
CCOc1ccc(Nc2ncnc3c2ncn3-c2ccc(OCC)cc2)cc1 | 4.4 | 0.2
CC(C)NC(=O)Nc1ccc2c(c1)CC(=O)N([C@H](C)CO)C[C@@H](C)[C@@H](CN(C)S(=O)(=O)c1ccc(F)cc1)O2 | 12.2 | /
C[C@H]1CN([C@@H](C)CO)C(=O)c2cccc(NC(=O)C3CCOCC3)c2O[C@H]1CN(C)C(=O)Nc1ccccc1 | -4.6 | 1.0
C[C@H]1CN([C@@H](C)CO)C(=O)c2cc(NS(C)(=O)=O)ccc2O[C@H]1CN(C)C | / | -0.7
CC(C)CC#Cc1cnc2c(c1)C(=O)N([C@@H](C)CO)C[C@H](C)[C@@H](CN(C)C(=O)CN1CCOCC1)O2 | / | 0.0
C[C@@H]1CN([C@@H](C)CO)C(=O)c2cc(NC(=O)C3CC3)ccc2O[C@@H]1CN(C)Cc1ccc(-c2ccccc2)cc1 | / | 2.3
C[C@H]1CN([C@@H](C)CO)C(=O)c2cc(C3=CCCC3)cnc2O[C@@H]1CN(C)C(=O)C1CC1 | -12.7 | -0.4
CO[C@H]1CN(C)C(=O)c2ccc(NC(=O)c3ccno3)cc2OC[C@@H](C)NC[C@H]1C | 1.2 | 0.2
C=C(C)[C@@H]1CC[C@]2(C(=O)O)CC[C@]3(C)[C@H](CCC4[C@@]5(C)CCC(=O)C(C)(C)C5C(O)C[C@]43C)C12 (some centres undefined) | -6.4 | 3.4
Cc1ccc(S(=O)(=O)Nc2ccc3c(c2)C(=O)N([C@H](C)CO)C[C@@H](C)[C@H](CN(C)C(=O)NC(C)C)OCCCC[C@@H](C)O3)cc1 | / | -0.1
C[C@@H]1CCCCO[C@@H](CN(C)S(=O)(=O)c2ccccc2)[C@H](C)CN([C@@H](C)CO)C(=O)c2cc(NS(=O)(=O)c3cccs3)ccc2O1 | / | 7.1
O=C(N/N=C/c1cccnc1Cl)c1ccccn1 | 11.7 | -0.1
C[C@H](CO)N1C[C@H](C)[C@@H](CN(C)Cc2ccncc2)Oc2ccc(NC(=O)CCCCCC(=O)Nc3ccccc3N)cc2C1=O | 4.0 | 0.5
CC(=O)c1cccc(NC(=S)NCc2cccnc2)c1 | -34.9 | 0.5
C[C@H]1CN([C@@H](C)CO)C(=O)Cc2cc(NS(=O)(=O)c3cccs3)ccc2O[C@@H]1CN(C)C(=O)Nc1cccc2ccccc12 | / | 0.3
C[C@H](CO)N1C[C@H](C)[C@H](CN(C)C(=O)C2CCOCC2)Oc2cc(-c3ccc(C(=O)N(C)C)cc3)ccc2S1(=O)=O | -8.4 | -0.1
CO[C@@H]1CN(C)C(=O)c2ccc(NS(=O)(=O)c3ccccc3C)cc2OC[C@@H](C)N(S(=O)(=O)c2ccccc2)C[C@H]1C | -4.6 | 0.0
COCC(=O)N1C[C@@H](C)[C@H](OC)CN(C)C(=O)c2cc(NC(=O)Nc3ccccc3)ccc2OC[C@@H]1C | -2.2 | 0.2
Cc1noc(C)c1NC(=O)N(C)C[C@@H]1Oc2ncc(C#CC3CCCCC3)cc2C(=O)N([C@@H](C)CO)C[C@H]1C | -13.4 | -3.3

Arranged by molar mass (smallest number first): part of the list above.
molecule | PRC2 inh | IDH1 mut inh
O=C(N/N=C/c1cccnc1Cl)c1ccccn1 | 11.7 | -0.1
CC(=O)c1cccc(NC(=S)NCc2cccnc2)c1 | -34.9 | 0.5
CO[C@@H]1CN(C)C(=O)c2ccc(NS(=O)(=O)c3ccccc3C)cc2OC[C@@H](C)N(S(=O)(=O)c2ccccc2)C[C@H]1C | -4.6 | 0.0

The list continues.
molecule | PRC2 inh | IDH1 mut inh
O=C(N[C@@H]1CC[C@@H](CCn2cc(Cc3ccccc3)nn2)O[C@@H]1CO)c1cnccn1 | 9.1 | 0.0
COCC(=O)N1C[C@@H](C)[C@@H](OC)CN(C)C(=O)c2ccc(NC(=O)c3ccccc3)cc2OC[C@H]1C | 3.3 | -0.1
C[C@@H]1CN([C@@H](C)CO)C(=O)c2cc(-c3ccc(C#N)cc3)cnc2O[C@H]1CN(C)C(=O)CN(C)C | 2.2 | -4.3
C[C@H](CO)N1C[C@H](C)[C@@H](CN(C)Cc2cccnc2)OCc2ccccc2-c2ccccc2C1=O | 1.6 | 1.2
CCOc1ccccc1Nc1nc(N)nc(CN(C)C2CCCCC2)n1 | 10.7 | 0.0
CC(C)(C)NS(=O)(=O)c1ccc(NC(=O)CSc2nc3ccccc3[nH]2)cc1 | 5.9 | 0.0
COc1ccc(CN(C)C[C@H]2Oc3c(NS(C)(=O)=O)cccc3C(=O)N([C@H](C)CO)C[C@@H]2C)cc1 | 0.1 | 0.5
C[C@H](CO)N1C[C@H](C)[C@H](CN(C)C(=O)C2CCCCC2)Oc2ncc(C#CC3CCCC3)cc2C1=O | / | 0.4
C[C@H]1CN([C@@H](C)CO)C(=O)c2ccccc2-c2ccccc2CO[C@H]1CN(C)S(=O)(=O)c1ccsc1 | 5.6 | /
CC(CCC(=O)NCC(=O)O)C1CCC2C3CCC4CC(O)CCC4(C)C3CC(O)C12C (centres undefined) | / | 0.6
C[C@@H]1CN([C@H](C)CO)S(=O)(=O)c2ccc(C#Cc3ccc(F)cc3)cc2O[C@H]1CN(C)S(=O)(=O)c1ccc(F)cc1 | -39.4 | -3.3
CCCC#Cc1ccc2c(c1)O[C@H](CN(C)C(=O)c1ccccn1)[C@H](C)CN([C@H](C)CO)S2(=O)=O | 17.0 | -1.8
COc1ccc(-c2cnc3c(c2)C(=O)N([C@@H](C)CO)C[C@H](C)[C@H](CN(C)Cc2cccnc2)O3)cc1 | / | 0.4
COc1ccc([N+](=O)[O-])cc1NC(=O)CN(c1ccccc1F)S(C)(=O)=O | -13.2 | 1.1
C[C@@H]1CN([C@@H](C)CO)S(=O)(=O)c2ccc(C3=CCCCC3)cc2O[C@H]1CN(C)Cc1ccccn1 | / | 0.1
C[C@@H]1CN([C@H](C)CO)C(=O)Cc2cc(NC(=O)NC3CCCCC3)ccc2O[C@H]1CN(C)C(=O)Nc1ccc(C(F)(F)F)cc1 | / | 1.9
CO[C@H]1CN(C)C(=O)c2ccc(NC(=O)C3CCOCC3)cc2OC[C@@H](C)N(CC2CC2)C[C@H]1C | 8.6 | 0.1
C[C@H](CO)N1C[C@H](C)[C@@H](CN(C)C)Oc2ncc(C#CCN(C)C)cc2C1=O | -0.5 | -1.1
CC(C)C#Cc1ccc2c(c1)O[C@@H](CN(C)C(=O)Cc1ccccn1)[C@@H](C)CN([C@H](C)CO)S2(=O)=O | 8.1 | /
COc1ccccc1S(=O)(=O)N(C)C[C@H]1OCc2ccccc2-c2ccccc2C(=O)N([C@@H](C)CO)C[C@H]1C | -5.2 | -12.9
COC(=O)c1ccc(NC(=O)CSc2nnc(C)n2-c2ccccc2)cc1 | -20.4 | 0.0
CCCNC(=O)N[C@@H]1C=C[C@H](CC(=O)NC2CCCCC2)O[C@H]1CO | 1.9 | 0.0
COc1ccc(CN(C)C[C@@H]2OCCCC[C@H](C)Oc3ccc(NS(=O)(=O)c4ccc(OC)cc4)cc3C(=O)N([C@H](C)CO)C[C@H]2C)cc1 | / | 2.0
CC(Sc1nnc(N)s1)C(=O)Nc1ccc(Cl)cc1 (centres undefined) | 4.5 | 0.1
CO[C@@H]1CN(C)C(=O)c2cc(NC(C)=O)ccc2OC[C@H](C)NC[C@H]1C | -7.1 | -0.1
C[C@@H]1CN([C@H](C)CO)S(=O)(=O)c2ccc(/C=C/c3ccccc3)cc2O[C@H]1CN(C)C(=O)c1cccnc1 | -7.7 | 1.9
COc1ccc(C(=O)N(Cc2nc(-c3ccc(Cl)cc3)no2)C(C)C)cc1OC | 5.7 | -0.3
CNC[C@@H]1Oc2ccc(NC(=O)Nc3ccc(F)cc3)cc2CC(=O)N([C@@H](C)CO)C[C@H]1C | / | 2.3
C[C@H](NC(=O)C[C@@H]1CC[C@H](NC(=O)C2CCC2)[C@@H](CO)O1)c1ccccc1 | -0.4 | -0.5
C[C@H]1CN([C@@H](C)CO)C(=O)Cc2cc(NC(=O)C3CC3)ccc2O[C@H]1CN(C)Cc1ccc(-c2ccccc2)cc1 | -8.8 | 0.0

Compound activity as filed in PubChem BioAssay.
